Screening results: PubChem, several laboratories
aDG glyco act: alpha-DG glycosylation activation | activation, % at 10 µM | 360,000 tested, 0.22% active | Pro5-aDG cells, alpha-DG glycosylation AlphaScreen (IIH6); 0% Pro5, 100% B10-LARGE cell signal;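 active = activation of at least 8% versus controls, or a plate z-score of at least 8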;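 note: Pro5 are CHO cells carrying HIG-tagged alpha-DG that lacks glycosylation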
NR2E3 ag-1: NR2E3 (human) agonism | AID 2300 | GST-NR2E3/biotin-RetCOR TR-FRET, 1536-well | inhibition of corepressor binding, % at 4.78 µM | 320,000 tested, 0.12% active | Q9Y5X4;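 active = percent inhibition above the cutoff of mean plus 3 SD of all tested compounds, set per screening campaign, cut at about 20% in these data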;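 note: 0% = DMSO wells and 100% = biotin wells as full block of FRET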
Target sequence (Q9Y5X4 whole entry, looked up): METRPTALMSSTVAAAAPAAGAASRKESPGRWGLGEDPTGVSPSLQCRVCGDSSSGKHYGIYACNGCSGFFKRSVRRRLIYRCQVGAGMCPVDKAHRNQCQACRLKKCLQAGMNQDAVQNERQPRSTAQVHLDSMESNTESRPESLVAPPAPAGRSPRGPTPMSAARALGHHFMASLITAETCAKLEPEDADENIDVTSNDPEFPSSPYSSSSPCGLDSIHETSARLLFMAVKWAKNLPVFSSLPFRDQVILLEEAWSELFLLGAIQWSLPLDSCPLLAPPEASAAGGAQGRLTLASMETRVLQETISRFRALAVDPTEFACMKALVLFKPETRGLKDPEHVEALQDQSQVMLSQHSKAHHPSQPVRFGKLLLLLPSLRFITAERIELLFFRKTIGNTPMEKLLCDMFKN
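Material: NR2E3–RetCOR corepressor complex / Incubation: Compound–protein incubation for 5 h at 4 °C / Dosing: compound at 4.8 µM, single dose / Detection: time-resolved FRET / Benchmarks: high control biotin, low control 0.6% DMSO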
Peg3 promoter: Peg3 promoter activity inhibition; HeLa PEG-Prom luciferase reporter, luminescence, overnight; inhibition, % at 20 µM; 360,000 tested, 1.7% active; AID 588405;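 active = inhibition of at least 50% at 20 µM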
MITF TRPM1 inh: reduces MITF-dependent TRPM1 promoter luciferase signal | SK-MEL-5 TRPM1 promoter luciferase, 24 h | inhibition, % at 12.5 µM | 330,000 tested, 0.83% active;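 active = mean inhibition across replicates of 60% or more, whatever share of single replicates reaches that level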; note: values of inactives mirror those of a sister screen read the other way
PDI turbidity: inhibitors of human protein disulfide isomerase; P07237; AID 588391; 350,000 tested, 0.052% active; PDI insulin aggregation turbidity, A650, 90 min; inhibition, % at 10 µM;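 active = mean inhibition across replicates of 30% or more, whatever share of single replicates reach that level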;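 note: absorbance from insulin aggregation driven by PDI reduction with DTT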
Target sequence (P07237 whole entry, looked up): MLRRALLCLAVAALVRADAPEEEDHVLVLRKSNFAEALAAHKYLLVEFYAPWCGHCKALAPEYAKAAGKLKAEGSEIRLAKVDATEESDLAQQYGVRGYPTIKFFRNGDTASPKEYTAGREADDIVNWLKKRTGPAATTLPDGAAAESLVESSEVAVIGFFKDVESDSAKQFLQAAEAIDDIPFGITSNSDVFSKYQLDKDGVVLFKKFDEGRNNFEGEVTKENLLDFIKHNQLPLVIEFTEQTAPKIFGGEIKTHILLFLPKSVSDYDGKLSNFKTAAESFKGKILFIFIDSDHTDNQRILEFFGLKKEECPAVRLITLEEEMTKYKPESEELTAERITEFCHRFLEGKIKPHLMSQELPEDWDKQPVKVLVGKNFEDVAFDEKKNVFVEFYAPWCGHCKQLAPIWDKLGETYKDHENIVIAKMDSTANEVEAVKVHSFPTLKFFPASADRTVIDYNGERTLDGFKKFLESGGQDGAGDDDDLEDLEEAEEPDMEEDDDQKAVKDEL
Vif inh: HIV Vif inhibition. HEK293T cells, Vif self-association by quenched fluorescence, imaging, 24 h. inhibition, % at 7.49 µM. 340,000 tested, 0.35% active; in the data active = inhibition above about 50%, passing the limit was not always enough; note: some results filed as inactive read as strong as hits
HIF-2a inh: blocks HIF-2a reporter activity; 786-0 RCC cells HIF-2a reporter, luciferase luminescence, overnight; inhibition, % at 18.8 µM; 360,000 tested, 0.72% active;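 active = inhibition of the luminescence signal of 40% or more relative to plate controls, in a single-dose primary screen at 18.75 µM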
CaV13 ICDI inh: Primary screen for inhibitors of IQ motif and Ca2+-dependent inactivation inhibitor domain binding in CACNA1D, Förster resonance energy transfer in living cells, …. HEK cells, CFP/YFP FRET ICDI-IQ, plate reader, 10 min; percent FRET-ratio fall versus neutral wells. inhibition, % at 12.3 µM. 340,000 tested, 0.098% active;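 active = mean replicate inhibition of at least 30% and at least 1% of replicates passing that level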;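 note: 0% = median of the neutral control wells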
Granule exo inh: blocks lytic granule exocytosis; TALL-104 LAMP-1 surface exposure, flow cytometry; cells stimulated with thapsigargin and PMA; inhibition, % at 10 µM; 360,000 tested, 0.66% active; AID 651702;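 active = inhibition above about 55%, limit read from the data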
hiPSC survival: enhancers of human iPSC single-cell survival | 360,000 tested, 0.044% active | survival enhancement, % at 20 µM | AID 602274 | hiPSC single-cell survival, ATPlite luminescence; 100% = ROCK inhibitor wells, 0% = DMSO; in the data active = survival enhancement above about 18%;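 note: cells exposed to compounds for 16 hours before the ATP read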
NR2E3 ag-2: agonists of human NR2E3 nuclear receptor | CHO-S Gal4-NCOR/VP16-NR2E3 two-hybrid, luciferase | inhibition of corepressor binding, % at 3.98 µM | 360,000 tested, 0.35% active | AID 602229;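 active = inhibition above the mean of all tested compounds plus 3 SD, cut at about 70% in these data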;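 note: 0% = DMSO with NR2E3 transfected cells and 100% = cells lacking NR2E3 construct; higher means lower luciferase signal from less NR2E3 corepressor binding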
An asterisk follows results filed as active; nt = not tested or not shown.

A first look:
SMILES	aDG glyco act	NR2E3 ag-1	Peg3 promoter	MITF TRPM1 inh	PDI turbidity	Vif inh	HIF-2a inh	CaV13 ICDI inh	Granule exo inh	hiPSC survival	NR2E3 ag-2
O=C(NC1CCCCCC1)C1c2ccccc2C(=O)N1Cc1ccco1 (stereo unspecified)	0.3	4	-25	3	-2	1	-13	-11	0	6.5	-15
Cc1cc(-c2n[nH]c(=S)n2/N=C/c2cccc([N+](=O)[O-])c2)n[nH]1	0.0	-1	8	14	-2	4	9	-5	-4	-0.3	-2
CN(C)c1ccc(CC(=O)c2nc3ccccc3s2)cc1	-0.7	2	-137	-7	-12	-2	-67	-4	4	-1.1	-18
Cc1onc(-c2c(Cl)cccc2Cl)c1C(=O)N1CCN(c2ccc(F)cc2)CC1	0.0	-1	30	13	0	-3	11	-5	-4	0.6	-28
NC(=O)CN1C(=O)NC2(CCCc3sccc32)C1=O (stereo unspecified)	0.0	2	13	1	-13	0	16	-3	-7	0.2	-2
COC(=O)c1ccccc1NC(=O)COC(=O)[C@H](C)NC(N)=O	0.0	2	6	14	-2	5	-2	-2	1	-0.2	-51
Cc1c(C(=O)N2CCN(c3ccccn3)CC2)oc2c1C(=O)CC(C)(C)C2	-0.7	-1	32	-11	-2	2	0	-3	-3	0.1	10
CCNS(=O)(=O)c1ccc(CCC(=O)Nc2ccc3c(c2)OCO3)cc1	0.0	4	17	6	1	16	9	-21	6	-0.8	6
COc1ccc(-c2nnc(NC(=O)Cc3ccccc3)o2)cc1	-0.2	-2	-12	-5	-1	-4	3	-2	1	-0.2	-16
COc1cccc(N(CC(=O)Nc2ccccc2C(=O)N2CCCC2)S(C)(=O)=O)c1	0.0	0	3	-5	3	5	7	-5	19	-0.3	-35
CCSc1nc(N2CCOCC2)c2c(c1C#N)CCCC2	-0.2	3	15	-22	1	-4	31	-1	-3	3.3	-26

The list itself, from the first entry:
SMILES	aDG glyco act	NR2E3 ag-1	Peg3 promoter	MITF TRPM1 inh	PDI turbidity	Vif inh	HIF-2a inh	CaV13 ICDI inh	Granule exo inh	hiPSC survival	NR2E3 ag-2
O=C(NC1CCCCCC1)C1c2ccccc2C(=O)N1Cc1ccco1 (stereo unspecified)	0.3	4	-25	3	-2	1	-13	-11	0	6.5	-15
Cc1cc(-c2n[nH]c(=S)n2/N=C/c2cccc([N+](=O)[O-])c2)n[nH]1	0.0	-1	8	14	-2	4	9	-5	-4	-0.3	-2
CN(C)c1ccc(CC(=O)c2nc3ccccc3s2)cc1	-0.7	2	-137	-7	-12	-2	-67	-4	4	-1.1	-18
Cc1onc(-c2c(Cl)cccc2Cl)c1C(=O)N1CCN(c2ccc(F)cc2)CC1	0.0	-1	30	13	0	-3	11	-5	-4	0.6	-28
NC(=O)CN1C(=O)NC2(CCCc3sccc32)C1=O (stereo unspecified)	0.0	2	13	1	-13	0	16	-3	-7	0.2	-2
COC(=O)c1ccccc1NC(=O)COC(=O)[C@H](C)NC(N)=O	0.0	2	6	14	-2	5	-2	-2	1	-0.2	-51
Cc1c(C(=O)N2CCN(c3ccccn3)CC2)oc2c1C(=O)CC(C)(C)C2	-0.7	-1	32	-11	-2	2	0	-3	-3	0.1	10
CCNS(=O)(=O)c1ccc(CCC(=O)Nc2ccc3c(c2)OCO3)cc1	0.0	4	17	6	1	16	9	-21	6	-0.8	6
COc1ccc(-c2nnc(NC(=O)Cc3ccccc3)o2)cc1	-0.2	-2	-12	-5	-1	-4	3	-2	1	-0.2	-16
COc1cccc(N(CC(=O)Nc2ccccc2C(=O)N2CCCC2)S(C)(=O)=O)c1	0.0	0	3	-5	3	5	7	-5	19	-0.3	-35
CCSc1nc(N2CCOCC2)c2c(c1C#N)CCCC2	-0.2	3	15	-22	1	-4	31	-1	-3	3.3	-26
CCN1CCN(C(=S)NC(C)c2ccccc2)CC1 (stereo unspecified)	0.2	0	-1	8	3	-2	17	-13	3	1.7	-1
CCOC(=O)N1CCN(C(=O)c2ccccc2NC(=O)c2ccc(F)cc2)CC1	0.0	-2	5	-1	0	2	23	-7	-4	-1.0	18
COc1ccc(/C=C/C(=O)Nc2ccccc2)cc1OC	0.0	2	-226	-86	0	6	-240	-1	-4	0.5	-38
O=C(NCCN1CCOCC1)c1cc(-c2ccccc2)on1	-0.2	3	-39	-7	4	1	-130	-4	3	-0.4	-18
O=C(Nc1ccc(Oc2ccccc2)cc1)c1ccc(Cn2c(=O)[nH]c3ccsc3c2=O)cc1	-0.1	3	-1	3	nt	-7	-4	-4	5	2.9	-14
COc1cc2c(=O)n(CCC(=O)NCC3CCCO3)c(=O)n(CC(=O)Nc3ccccc3C)c2cc1OC (stereo unspecified)	-0.1	3	10	6	5	-6	15	-2	4	-0.4	-11
Nc1ccc2c(c1)C(O)c1cccc(C(=O)O)c1-2 (stereo unspecified)	0.0	nt	5	-1	3	-1	8	-5	-12	-2.7	-2
Cc1ccc(C)c(NC(=O)C2CC3c4ccccc4C2c2ccccc23)c1 (stereo unspecified)	0.1	-1	35	33	-11	3	23	nt	1	-2.4	8
Clc1ccc2scc(CN3CCCCC3)c2c1	-0.2	-3	5	-1	13	3	19	-4	-6	0.1	-7
CCOc1c(OC)ccc2c3c(c(=O)oc12)CCCC3	0.3	-1	-9	-6	-1	4	-65	-9	-3	-1.7	-9
COCCn1c(SCC(=O)Nc2ccc(F)cc2)nc2c([nH]c3ccccc32)c1=O	0.4	2	25	29	3	12	16	-3	20	-0.3	-24
CC(=O)N/N=C(\C)CC(=O)Nc1cccc(C(F)(F)F)c1	-0.1	-1	-1	-3	5	0	1	-7	1	-3.6	26
Cc1c(-c2cccc(Cl)c2)nc2ccccc2c1C(=O)NC1CC1	-0.3	nt	13	7	1	-12	15	nt	-6	1.3	-2
Cc1ccc(/C=C2\Sc3ccccc3C2=O)s1	0.0	4	-161	-12	11	2	-248	-5	-1	-5.1	-16
Cc1cc(C)c(C(=O)O)c(CC(C)(C)C(=O)O)c1	-0.1	8	-27	-5	-4	5	5	-14	1	0.0	17
N#Cc1c(-c2cccc([N+](=O)[O-])c2)nc2n(c1=O)CCS2	0.1	0	-8	8	7	-3	4	-18	-19	0.8	19
CSc1cccc(CNC(=O)C2CCC(=O)N(CCc3ccccc3)C2)c1 (stereo unspecified)	-0.3	nt	-94	nt	3	-6	-109	-8	-10	-2.1	-71
CCc1ccc(C(=O)NNc2ccc(F)cc2)cc1	0.3	2	-30	-3	-10	14	-38	-2	-3	-0.3	-11
CCc1ccc(-c2cc(C(=O)NCc3ccco3)c3ccccc3n2)s1	0.3	0	-75	-18	0	-1	-151	-8	-1	-0.1	-17
COc1cc(S(=O)(=O)N2CCN(C(=O)C3CC3)CC2)ccc1NC(C)=O	-0.3	nt	35	-6	-2	3	11	-5	-6	0.7	-17
CCS(=O)(=O)c1ncc(Cl)c(C(=O)Nc2ccc(C)cc2)n1	-0.2	2	101*	70*	14	7	92*	-3	-21	0.8	7
O=C(COC(=O)/C=C/c1ccccc1[N+](=O)[O-])NC1CC1	-0.2	-2	13	14	2	-3	3	-6	-4	0.7	-23
CC(=O)Nc1ccc(NC(=O)CC(NC(=O)c2ccccc2)c2ccccc2)cc1 (stereo unspecified)	-0.1	-3	-7	-1	2	-1	15	-4	-4	-0.6	14
C/C=C(\C)CN1CCN(c2ccc(C)cc2)CC1	-0.1	2	12	-12	-6	3	3	nt	-2	-0.1	-1
COc1ccc(C(=O)NCC2CCCO2)cc1S(=O)(=O)N1CCCc2ccccc21 (stereo unspecified)	-0.1	-2	10	0	5	-5	8	-1	-1	0.3	-12
COc1cc(C2CC(=O)C3=C(C2)Nc2ncnn2C3c2cccs2)cc(OC)c1OC (stereo unspecified)	0.0	0	1	nt	1	20	11	-5	4	-0.3	-4
Cc1cc(N2CCCCC2)nc(SCC(=O)c2ccccc2)n1	0.5	-4	-128	-33	9	1	-128	nt	-2	1.5	-67
Cc1ccc(S(=O)(=O)N(CC(=O)N/N=C/c2ccccc2C(=O)O)c2cc(Cl)cc(Cl)c2)cc1	0.4	5	14	-6	-5	3	14	5	2	0.3	-33
CCOC(=O)C(CCSC)Nc1nc(Cl)nc(Nc2ccc(Cl)cc2)n1 (stereo unspecified)	-0.3	4	13	1	-7	nt	8	-4	-1	-1.6	-9
Cc1cc(C)c2nc(N3CCC(C(=O)NCc4cccnc4)CC3)sc2c1	3.2	3	-63	-8	-5	-2	-28	-2	2	2.6	-31
Cc1nonc1OCCNc1ccc([N+](=O)[O-])cc1[N+](=O)[O-]	-0.1	-4	65*	25	-4	-1	4	-6	0	-0.4	-11
COc1ccc(Cl)cc1NC(=O)CN(C)C(=O)c1cn(-c2ccccc2)nc1-c1cccs1	-0.3	nt	45	nt	-1	nt	-11	-17	3	8.0	-23
CN(C)S(=O)(=O)c1cccc(NC(=O)COC(=O)CCC(=O)c2cccs2)c1	0.5	2	18	4	-4	-4	11	-1	3	-0.1	2
CCCN1CC(O)=C(C#N)C1=O	-0.1	4	4	12	3	1	12	nt	-6	-0.5	7
Cc1ccc(Cl)cc1N1CCN(S(=O)(=O)c2c(C(=O)N3CCOCC3)c(C)n(C)c2C)CC1	1.0	1	-17	-4	4	-7	15	-5	5	-0.4	10
COc1cccc(CN(C)CC(=O)Nc2cccc3ccccc23)c1	0.0	6	3	-9	-3	0	18	-3	-2	0.0	-6
C=CC[C@@H](Cc1ccc(F)cc1)C(=O)OC[C@H]1CCCN1C(=O)[C@@H](CC=C)CC(=O)N(CCO)Cc1ccccc1	0.4	nt	5	-3	5	-10	2	-5	5	2.8	-14
Cc1c(-c2cccc(Cl)c2)nc2ccccc2c1C(=O)OCC(=O)Nc1ccc2c(c1)OCO2	0.0	3	49	2	4	-12	-30	-5	3	-1.7	-24
CCOC(=O)C1C(=O)CC(C)(O)C(C(=O)OCC)C1c1ccccc1OC (stereo unspecified)	0.0	3	-15	-2	0	0	-8	-9	-6	-1.2	-25
O=[N+]([O-])c1cc(C(F)(F)F)ccc1N1CCN(S(=O)(=O)c2ccc3ccccc3c2)CC1	0.3	-4	17	22	5	-36	9	0	3	-3.0	28
Cc1ccc(C)c2sc(NC(=O)c3nc4ccccc4s3)nc12	0.2	2	10	5	nt	0	3	-7	11	1.2	-18
CCC(C)(C)NC(=O)CN(C(=O)CCC(=O)Nc1nccs1)c1cccc(C)c1C	0.1	2	13	12	-4	-1	13	-19	4	0.2	3
